Screens (PubChem BioAssay)
Scp-1 inhibitor: blocks human Scp-1 phosphatase activity; inhibition, % at 20 µM; Recombinant Scp1, phosphopeptide, malachite green phosphate absorbance; actives 0.88% (n = 340,000); AID 493091;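 active = inhibition above about 50% at 20 µM, limit read from the data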;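 also: plate controls were DMSO wells with enzyme for no effect and wells lacking enzyme for full effect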
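Material – SCP-1 phosphatase catalytic domain, residues 76-261 · Buffer or medium – Acidic Tris acetate buffer with magnesium and detergent · Also added – Phospho 17-mer peptide substrate · Compound – single 20 µM dose, 1% DMSO · Times – 45 min room-temperature reaction, 5 min colour, 30 min stabiliser · Technique – Phosphate-binding colour reagent, absorbance read at 630 nm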
Neddylation inh: inhibitors of human cullin neddylation; P61081+Q13564; TR-FRET cullin neddylation, biochemical; calls only at 25 µM; actives 0.58% (n = 360,000); AID 651699; in the data active = inhibition above about 36%
DNMT1 inh: inhibitors of human DNMT1 | AID 588458 | inhibition (reported as % activation of signal), % at 10 µM | P26358 | DNMT1 molecular beacon, Hinp1I cleavage, fluorescence | actives 0.83% (n = 360,000); in the data active = inhibition above about 50%
STEP block: inhibitors of human striatal-enriched phosphatase STEP. P54829. recombinant STEP, OMFP fluorogenic substrate, fluorescence. inhibition, % at 20 µM. actives 0.25% (n = 360,000);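 active = inhibition at 20 µM, scaled per plate between control wells, above about 37%, limit read from the data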;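 also: 0% = DMSO with enzyme and substrate and 100% = substrate only without enzyme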
Target sequence (P54829 whole entry, looked up): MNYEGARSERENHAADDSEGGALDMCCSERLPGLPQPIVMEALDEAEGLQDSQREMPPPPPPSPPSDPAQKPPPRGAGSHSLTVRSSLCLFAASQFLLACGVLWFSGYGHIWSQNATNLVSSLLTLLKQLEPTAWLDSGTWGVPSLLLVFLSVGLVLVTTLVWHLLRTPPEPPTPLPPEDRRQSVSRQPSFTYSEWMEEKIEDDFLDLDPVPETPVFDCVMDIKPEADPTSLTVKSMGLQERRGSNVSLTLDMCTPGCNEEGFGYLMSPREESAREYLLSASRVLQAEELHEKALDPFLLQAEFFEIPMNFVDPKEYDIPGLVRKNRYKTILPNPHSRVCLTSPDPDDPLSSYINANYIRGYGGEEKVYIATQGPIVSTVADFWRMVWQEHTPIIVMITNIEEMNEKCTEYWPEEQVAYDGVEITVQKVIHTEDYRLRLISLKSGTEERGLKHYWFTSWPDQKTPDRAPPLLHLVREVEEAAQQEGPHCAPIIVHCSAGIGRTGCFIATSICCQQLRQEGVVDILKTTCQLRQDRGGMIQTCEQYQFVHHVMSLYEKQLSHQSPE
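Also added – OMFP at 25 µM · Test system – STEP tyrosine phosphatase · Technique – FITC-channel fluorescence of OMFP product · Schedule – 20 min at room temperature, dark · Evaluation – control-normalized % inhibition with plate pattern correction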
Rpn11 block: Rpn11 (human) deubiquitinase inhibition | human 26S proteasome, Ub4-pepOG fluorescence polarization; 20S core pre-blocked with epoxomicin | calls only at 20 µM | actives 0.59% (n = 360,000);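 active = inhibition at 20 µM, scaled to each plate's controls, above about 33%, limit read from the data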
CSN deneddyl inh: blocks human CSN-mediated cullin deneddylation | actives 0.38% (n = 360,000) | Purified CSN, SCF-Nedd8-OG deneddylation, fluorescence polarization | Q92905 | inhibition, % at 12.5 µM;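 active = pattern-corrected inhibition above about 35%, with an unprinted fluorescence ratio check between 0.5 and 1.5, limit read from the data, passing the limit was not always enough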;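 also: 0% = enzyme with substrate and 100% = substrate without enzyme; some results filed as inactive read as strong as hits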
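test system = HEK293T-derived human Csn5 enzyme | amount = 0.24 nM Csn5 enzyme, final concentration | medium = Tris/NaCl/DTT buffer, pH 7.5 | schedule = 90 min reaction at room temperature | signal = FP | evaluation = inhibition of Csn5 cleavage, % | compound dosing = single dose of 12.5 µM compound with 0.25% DMSO | probe or stimulus = 10 nM SCFSkp2-Nedd8OG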
Rin1-Abl PPI inh: inhibitors of human Rin1-Abl protein interaction; TR-FRET Rin1/Abl binding, biochemical; P00519+Q13671; inhibition, % at 7.35 µM; actives 0.4% (n = 360,000); AID 588664; in the data active = inhibition above about 5%, passing the limit was not always enough
SUMO1 PPI mod: SUMO1-SIM interaction modulation. AID 602429. P63165. inhibition, % at 20 µM. actives 0.33% (n = 360,000). SUMO1 binding to a labelled peptide, TR-FRET, 1 h; in the data active = inhibition above about 37%
NadD inh: blocks S. aureus nicotinate mononucleotide adenylyltransferase; inhibition, % at 20 µM; purified NadD enzyme, colorimetric absorbance read-out; actives 0.78% (n = 360,000); AID 602399; in the data active = inhibition above about 26%; also: some compounds past the cut are filed as inactive
LMPTP block: LMPTP (human) inhibition | P24666 | recombinant LMPTP-A, OMFP fluorogenic substrate, fluorescence intensity | inhibition, % at 20 µM | actives 0.22% (n = 360,000);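 active = compounds that cut the enzyme signal by at least half of the control window in the single-dose screen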;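 also: plate controls were DMSO wells with enzyme plus substrate for no effect and substrate without enzyme for full effect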
Target sequence (P24666 whole entry, looked up): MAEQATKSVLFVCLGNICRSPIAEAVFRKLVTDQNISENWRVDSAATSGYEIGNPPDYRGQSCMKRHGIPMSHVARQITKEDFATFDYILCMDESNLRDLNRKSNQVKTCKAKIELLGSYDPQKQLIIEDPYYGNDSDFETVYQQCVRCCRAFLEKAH
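Assay system: LMPTP-A enzyme. Input: 0.625 nM LMPTP-A final. Probe or stimulus: 400 µM OMFP. Compound dosing: single 20 µM dose. Schedule: 50 min dark incubation at room temperature. Detection: fluorescence intensity of OMFP turnover product. Read-out: percent inhibition versus substrate-only and uninhibited controls. Benchmarks: no-enzyme low control, uninhibited high control.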
* hit, by the source's call; i = inactive; nt = no result given.

1: CC(=O)c1c(C)[nH]c(C(=O)COC(=O)c2cc(S(=O)(=O)N(C)c3ccccc3)ccc2Cl)c1C
2: Cn1c(Cl)cnc1C(O)(c1ccccc1)c1ccccc1
3: CCOC(=O)c1c(-c2ccccc2)csc1NC(=O)CSc1nnc(C)s1
4: O=C(O)CCC(=O)NNC(=O)c1ccc([N+](=O)[O-])cc1
5: N#Cc1c[nH]n2c(=O)c3c(nc12)CCC3
6: CCOC(=O)c1sc2nc(C)nc(N3CCN(S(=O)(=O)c4ccccc4)CC3)c2c1C
Screen / compound no.,1,2,3,4,5,6
DNMT1 inh,-1,0,0,5,0,-4
Scp-1 inhibitor,2,-8,-12,-7,-4,11
STEP block,1,1,1,-1,1,9
Rin1-Abl PPI inh,-2,2,0,2,3,1
SUMO1 PPI mod,2,5,1,-24,3,-17
Rpn11 block,i,i,i,i,i,i
NadD inh,0,-1,-7,-3,-6,8
CSN deneddyl inh,-2,-1,-4,4,3,1
Neddylation inh,i,i,i,i,i,i
LMPTP block,-0.3,-0.6,4.4,0.3,-1.2,2.1

Reprinted from the part before: four compounds, then new ones.
3: CCOC(=O)c1c(-c2ccccc2)csc1NC(=O)CSc1nnc(C)s1
4: O=C(O)CCC(=O)NNC(=O)c1ccc([N+](=O)[O-])cc1
5: N#Cc1c[nH]n2c(=O)c3c(nc12)CCC3
6: CCOC(=O)c1sc2nc(C)nc(N3CCN(S(=O)(=O)c4ccccc4)CC3)c2c1C
7: O=[N+]([O-])c1ccc(/C=N/NC(=S)Nc2ccccc2)o1
8: O=C(NC(Cc1ccccc1)C(=O)O)/C(=C/c1ccc(Cl)cc1)NC(=O)c1ccccc1 (stereo not given)
9: CN(C)S(=O)(=O)c1cccc(-c2csc(=Nc3ccccc3)n2CCCN2CCOCC2)c1
10: NC(N)=Nc1nc(CCN2C(=O)c3ccccc3C2=O)cs1
11: Cc1nc(Nc2cccc(O)c2)c2oc3ccccc3c2n1
12: CC1CCN(CC(=O)c2cccs2)CC1
Screen / compound no.,3,4,5,6,7,8,9,10,11,12
DNMT1 inh,0,5,0,-4,-20,-1,-5,3,-1,2
Scp-1 inhibitor,-12,-7,-4,11,-5,1,-21,-8,-4,-1
STEP block,1,-1,1,9,4,-3,4,-12,1,-2
Rin1-Abl PPI inh,0,2,3,1,-2,2,-2,-1,0,-3
SUMO1 PPI mod,1,-24,3,-17,-23,3,2,-5,9,-2
Rpn11 block,i,i,i,i,i,i,i,i,i,i
NadD inh,-7,-3,-6,8,4,-4,-7,-3,-4,-3
CSN deneddyl inh,-4,4,3,1,-2,2,-1,0,4,-5
Neddylation inh,i,i,i,i,i,i,i,i,nt,i
LMPTP block,4.4,0.3,-1.2,2.1,1.5,-0.6,0.7,3.1,0.9,0.0

13: COc1cccc(N2CCN(c3ccc4nnc(CCC(=O)Nc5ccc(F)cc5)n4n3)CC2)c1
14: O=C(CCN1C(=O)C2CC=C(Cl)CC2C1=O)N1CCCCC1 (stereo not given)
15: Cc1c(C)n(C(=O)CN2CCC(C(N)=O)CC2)c2ccccc12
16: O=C(CSc1nnc2ccccn12)NCCN1C(=O)CSC1=O
17: O=[N+]([O-])c1cc(/C=N/NC(=S)Nc2ccccc2Cl)ccc1Cl
18: O=C(O)Cc1ccc(C(=O)c2ccc(Cl)cc2)s1
Screen / compound no.,13,14,15,16,17,18
DNMT1 inh,-2,1,6,-1,22,1
Scp-1 inhibitor,-3,1,-1,-7,-14,-7
STEP block,0,-2,-4,-1,8,2
Rin1-Abl PPI inh,-2,1,-1,-1,2,-1
SUMO1 PPI mod,5,-6,1,3,-2,-9
Rpn11 block,i,i,i,i,i,i
NadD inh,0,6,-8,-3,15,0
CSN deneddyl inh,-6,-7,5,2,0,0
Neddylation inh,i,i,i,i,i,i
LMPTP block,1.4,-0.8,-2.2,-0.9,0.7,1.2

Filtered by structure: the entries above with two or more sulfur atoms (four)
3: CCOC(=O)c1c(-c2ccccc2)csc1NC(=O)CSc1nnc(C)s1
6: CCOC(=O)c1sc2nc(C)nc(N3CCN(S(=O)(=O)c4ccccc4)CC3)c2c1C
9: CN(C)S(=O)(=O)c1cccc(-c2csc(=Nc3ccccc3)n2CCCN2CCOCC2)c1
16: O=C(CSc1nnc2ccccn12)NCCN1C(=O)CSC1=O
Screen / compound no.,3,6,9,16
DNMT1 inh,0,-4,-5,-1
Scp-1 inhibitor,-12,11,-21,-7
STEP block,1,9,4,-1
Rin1-Abl PPI inh,0,1,-2,-1
SUMO1 PPI mod,1,-17,2,3
Rpn11 block,i,i,i,i
NadD inh,-7,8,-7,-3
CSN deneddyl inh,-4,1,-1,2
Neddylation inh,i,i,i,i
LMPTP block,4.4,2.1,0.7,-0.9

Single values from the list:
#16 – NadD inh = -3
#14 – SUMO1 PPI mod = -6
#13 – STEP block = 0
#15 – STEP block = -4

Following part
19: O=C(COC(=O)c1ccc(F)c(S(=O)(=O)N2CCOCC2)c1)Nc1ccc(Cl)cn1
20: CC(C)(C)c1cc(C(=O)NNc2ccc(OC(F)(F)F)cc2)n(Cc2ccccc2)n1
21: CCOc1cc(N2CCOCC2)c(OCC)cc1NS(=O)(=O)c1ccc2c(c1)CC(=O)N2
22: CCN(CC)S(=O)(=O)c1ccc(Nc2ccc(-c3ccc4c(c3)OCCO4)nn2)cc1
23: FC(F)Sc1nc(-c2ccccc2)c(-c2ccccc2)n1C(F)F
24: Cc1cc(C)nc(N2CCN(CC(=O)NCc3ccccc3)CC2)n1
Screen / compound no.,19,20,21,22,23,24
DNMT1 inh,1,4,19,5,1,2
Scp-1 inhibitor,nt,-11,nt,6,-11,-8
STEP block,0,1,4,0,1,-1
Rin1-Abl PPI inh,-1,-2,0,5,0,3
SUMO1 PPI mod,2,1,4,8,-3,2
Rpn11 block,i,i,i,i,i,i
NadD inh,0,-6,6,23,-6,-2
CSN deneddyl inh,-1,1,1,3,-1,4
Neddylation inh,i,i,i,i,i,i
LMPTP block,-1.1,2.5,3.3,-0.7,3.2,-0.8

Values by screen from above.
Rin1-Abl PPI inh, nos. 19–24 → -1, -2, 0, 5, 0, 3
LMPTP block, nos. 19–24 → -1.1, 2.5, 3.3, -0.7, 3.2, -0.8
CSN deneddyl inh, nos. 19–24 → -1, 1, 1, 3, -1, 4
